Screening data from PubChem BioAssay.
aSyn 5UTR inh: MLPCN primary screen, SNCA 5' untranslated region. 300,000 compounds, 0.82% hits. alpha-synuclein 5'UTR reporter, inhibitor activity. AID 1813. inhibition, % (tested at 7.5 µM); in the data active = inhibition above about 60%;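 also: H4 neuroglioblastoma cells stably carrying SNCA 5'UTR luciferase fusion; 0% = DMSO wells and 100% = positive control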
TRPC4 potent: allosteric potentiators of mouse TRPC4 channel. B-score at 10 µM. Q9QUQ5. AID 2227. HEK293 TRPC4beta/mu-opioid, DAMGO EC20, Fluo-4 Ca2+ flux; hits give high values. 310,000 compounds, 0.42% hits;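 active = B-score of calcium response area above 5 SD of library B-scores, with initial fluorescence ratio within 5 SD of library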;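 also: B-score of integrated fluorescence ratio over time as area under calcium response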
TRPC4 act: activators of mouse TRPC4 channel | Q9QUQ5 | HEK293 TRPC4beta/mu-opioid, Fluo4 calcium fluorescence; hits give high values | B-score at 10 µM | 310,000 compounds, 0.49% hits;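 active = B-score above 5 SD of library B-scores, and initial fluorescence ratio not above library mean plus 5 SD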;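 also: positive B-score marks a calcium rise read as TRPC4 activation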
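Technique: kinetic Fluo4 calcium fluorescence; Test system: TRPC4beta and mu-opioid receptor HEK293 stable cells; Measure: B-scored integrated calcium fluorescence ratio; Benchmarks: low control buffer alone, high control maximal DAMGO; Schedule: 45 min room-temperature Fluo4 loading, 110 s read.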
HIF act: HIF pathway transcriptional activation | activation, % at 7.5 µM (by protocol) | 300,000 compounds, 0.32% hits | U2OS HRE-luciferase reporter, luminescence; normalized: DMSO 0%, desferrioxamine 100%;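 active = mean activation of at least 10% of the iron chelator positive control signal, with at least half of replicates also reaching 10%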
KLF5 inh: inhibitors of KLF5 expression | DLD-1 KLF5 promoter-luciferase reporter, luminescence | inhibition, % at 5 µM | 290,000 compounds, 0.23% hits | AID 1700;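 active = inhibition above a per-plate limit of that plate's mean compound inhibition plus 3 SD, cut at about 60% in these data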;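 also: 0% = DMSO wells and 100% = LY294002 at 200 µM; higher means less KLF5 promoter-driven luciferase light; inactives centre near -14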
MrgX1 antagonist: antagonists of human MrgX1 receptor; Q96LB2; MRGX1-HEK293 calcium flux, Fluo-4, BAM8-22 antagonism; hits give low values; B-score at 10 µM; 310,000 compounds, 1.3% hits; AID 588676;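 active = calcium-response B-score plate-corrected more than 3 library SD below zero, starting fluorescence within 5 deviations, no agonist response on first addition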;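 also: peak minus trough fluorescence over baseline after final BAM8-22 challenge near maximal dose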
TRPC4 inh: inhibitors of mouse TRPC4 channel; HEK293 TRPC4beta/mu-opioid, DAMGO-evoked Fluo4 calcium flux; hits give low values; B-score at 10 µM; 300,000 compounds, 0.39% hits;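 active = B-score over 3 SD under the library average, no early fluorescence shift, positive overall ratio signal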
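Assay system: HEK293 cells with stable TRPC4beta plus mu-opioid receptor expression; Probe or stimulus: DAMGO in two steps, submaximal then maximal; Dosing: single-point compound dosing; Measured by: Fluo4 calcium-dye fluorescence, kinetic read; Read-out basis: B score from integrated Fluo4 fluorescence ratio.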
TRPC6 activator: activates the mouse TRPC6 cation channel | 310,000 compounds, 0.13% hits | HEK293-TRPC6 membrane potential dye fluorescence; hits give high values | B-score at 10 µM;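 active = B-score of the integrated fluorescence ratio above library mean plus 3 SD, and starting fluorescence ratio within library mean plus 5 SD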;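 also: higher score means more depolarization so channel activation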
Target sequence (Q61143 whole entry, looked up): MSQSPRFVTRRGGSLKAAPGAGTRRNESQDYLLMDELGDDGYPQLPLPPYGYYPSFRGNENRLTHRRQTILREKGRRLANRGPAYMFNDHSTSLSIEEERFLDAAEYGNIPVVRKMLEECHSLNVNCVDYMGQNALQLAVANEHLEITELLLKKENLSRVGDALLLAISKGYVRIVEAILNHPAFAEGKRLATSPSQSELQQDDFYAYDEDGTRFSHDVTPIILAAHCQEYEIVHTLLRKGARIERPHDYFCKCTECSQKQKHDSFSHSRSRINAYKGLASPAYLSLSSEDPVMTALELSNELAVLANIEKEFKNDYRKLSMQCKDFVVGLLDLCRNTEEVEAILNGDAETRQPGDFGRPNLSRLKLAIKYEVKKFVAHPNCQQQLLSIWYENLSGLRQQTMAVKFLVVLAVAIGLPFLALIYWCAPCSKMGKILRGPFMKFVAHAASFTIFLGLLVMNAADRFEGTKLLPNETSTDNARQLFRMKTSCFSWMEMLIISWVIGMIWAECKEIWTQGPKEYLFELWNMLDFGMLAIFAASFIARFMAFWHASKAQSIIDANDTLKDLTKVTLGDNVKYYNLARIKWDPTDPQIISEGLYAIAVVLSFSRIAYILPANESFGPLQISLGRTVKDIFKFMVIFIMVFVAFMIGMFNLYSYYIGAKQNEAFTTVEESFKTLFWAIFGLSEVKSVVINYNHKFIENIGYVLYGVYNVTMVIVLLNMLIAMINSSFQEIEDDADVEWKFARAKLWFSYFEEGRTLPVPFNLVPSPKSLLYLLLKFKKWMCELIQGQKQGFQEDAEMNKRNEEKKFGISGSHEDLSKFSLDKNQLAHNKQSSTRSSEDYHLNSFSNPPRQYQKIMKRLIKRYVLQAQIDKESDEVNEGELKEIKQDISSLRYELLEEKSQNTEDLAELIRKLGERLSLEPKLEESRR
IEC-6 tox: counter-screen for KLF5 inhibitors: cytotoxicity in IEC-6 cells. 290,000 compounds, 0.78% hits. inhibition, % at 5 µM. IEC-6 cytotoxicity, luminescence viability. AID 1825; in the data active = inhibition above about 22%;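 also: 0% = plate median of test compound wells and 100% = cytotoxic reference compound wells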
SKKanGAS inh: inhibitors of SKKanGAS S. pyogenes growth in kanamycin (SK-promoter or general growth effect); BacTiter-Glo, 6 h; 300,000 compounds, 1.3% hits; inhibition, % at 7.5 µM;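 active = mean replicate score, as percent of positive control median, at least 50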;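 also: strain carries kanamycin resistance gene driven by streptokinase promoter and grows in 40 µg/ml kanamycin; loss of luminescence reflects streptokinase promoter inhibition or plain growth inhibition; 0% = median of DMSO wells and 100% = positive control at its reference dose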
TRPC6 inh: inhibitors of mouse TRPC6 channel; Q61143; HEK293-TRPC6, membrane potential dye, ACh-evoked depolarization; hits give low values; B-score at 10 µM; 310,000 compounds, 1.1% hits; AID 2553;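 active = B-score under library mean minus 3 SD, initial fluorescence not abnormally high, positive integrated signal ratio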;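 also: B-score derived from integrated fluorescence ratio over the kinetic read; more negative B-score means stronger inhibition of depolarization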
* = called active by the depositor; i = inactive; . = not tested or not shown.

SMILES | aSyn 5UTR inh | TRPC4 potent | TRPC4 act | HIF act | KLF5 inh | MrgX1 antagonist | TRPC4 inh | TRPC6 activator | IEC-6 tox | SKKanGAS inh | TRPC6 inh
CCc1ccc(Nc2n[n+](-c3ccccc3)c(-c3ccc(OCc4ccccc4)cc3)s2)cc1 | -62 | i | i | 0.3 | -19 | i | i | i | 1 | 7 | i
CC(C)=CCc1c(-c2ccc(O)cc2O)oc2c3c(cc(O)c2c1=O)OC(C)(C)C=C3 | -10 | i | i | 0.0 | . | i | i | i | . | 108* | i
Cc1cc(C)cc(N(CCC#N)C(=O)COC(=O)C2CCN(S(=O)(=O)c3ccc(C)c(C)c3)CC2)c1 | -2 | i | i | -0.2 | . | i | i | i | . | 4 | i
Cc1ccc(Cl)c(OCC(=O)Nc2cc(S(=O)(=O)N3CCOCC3)ccc2N2CCCC2)c1 | -9 | i | i | 0.4 | -24 | i | i | i | -2 | 5 | i
Cc1csc2c(=O)sc(NC(=O)c3ccc(F)cc3Cl)nc12 | 15 | i | i | -0.7 | -22 | i | i | i | -7 | 13 | i
CCSc1nnc(CCNC(=O)OC(C)(C)C)o1 | -7 | i | i | 0.0 | -17 | i | i | i | -2 | 7 | i
CC1(c2nnc(-c3cccc(Cl)c3)o2)CC(c2cccc(Cl)c2)=NO1 (stereo not drawn) | 8 | i | i | 1.7 | . | i | i | i | . | -6 | i
COc1ccc(C(CCN(Cc2ccc(OC)c(OC)c2)C(C)=O)C(C)C)cc1 (stereo not drawn) | 3 | i | i | -11 | -7 | i | i | i | -5 | 9 | i
CC1CCCCC1NC(=O)c1cccc(NC2=NC3CS(=O)(=O)CC3S2)c1 (stereo not drawn) | 17 | i | i | -0.3 | 10 | i | i | i | 1 | -3 | i
O=C(Nc1ccc2c(c1)OCO2)c1ccc2c(c1)S(=O)(=O)c1ccccc1C2=O | 7 | i | i | 0.0 | . | i | i | i | . | 4 | i
COc1ccccc1-c1cc(C(=O)N2CCCCC2)no1 | -94 | i | i | 2.4 | -167 | i | i | i | 5 | -9 | i
O=C(O)c1cccc(NS(=O)(=O)c2ccc3c(c2)C(=O)c2ccccc2C3=O)c1 | -2 | i | i | 0.0 | -14 | i | i | i | -2 | . | i
Cc1ccc(C(=O)NC(=S)Nc2cccnc2Cl)cc1 | -138 | i | i | 2.2 | -106 | i | i | i | 2 | -7 | i
Clc1cccc(Sc2ccc(-c3ccccn3)s2)c1 | -24 | i | i | -0.6 | -11 | i | i | i | 2 | 1 | i
COC(=O)[C@@H](Cc1ccc(O)cc1)NC(=O)[C@H]1CCC(=O)N1C(=O)OCc1ccccc1 | 16 | i | i | -0.2 | 4 | i | i | i | -2 | -2 | i

Ordered by length of the SMILES (lowest first): some entries from above
SMILES | aSyn 5UTR inh | TRPC4 potent | TRPC4 act | HIF act | KLF5 inh | MrgX1 antagonist | TRPC4 inh | TRPC6 activator | IEC-6 tox | SKKanGAS inh | TRPC6 inh
CCSc1nnc(CCNC(=O)OC(C)(C)C)o1 | -7 | i | i | 0.0 | -17 | i | i | i | -2 | 7 | i
Clc1cccc(Sc2ccc(-c3ccccn3)s2)c1 | -24 | i | i | -0.6 | -11 | i | i | i | 2 | 1 | i
CC1CCCCC1NC(=O)c1cccc(NC2=NC3CS(=O)(=O)CC3S2)c1 (stereo not drawn) | 17 | i | i | -0.3 | 10 | i | i | i | 1 | -3 | i

(continued)
SMILES | aSyn 5UTR inh | TRPC4 potent | TRPC4 act | HIF act | KLF5 inh | MrgX1 antagonist | TRPC4 inh | TRPC6 activator | IEC-6 tox | SKKanGAS inh | TRPC6 inh
COc1ccc(NC(=O)c2cc(-c3ccccc3Cl)on2)cc1OC | -96 | i | i | 2.4 | -31 | i | i | i | -4 | -10 | i
Cc1cc(NC(=O)CCCn2nc([N+](=O)[O-])cc2C)no1 | -9 | i | i | -0.2 | -24 | i | i | i | -8 | -3 | i
Cc1nnsc1-c1nc2ccccc2[nH]1 | 10 | i | i | -2.0 | -27 | i | i | i | 4 | -1 | i
CC(C)(C)NC(=O)C1CCN(S(=O)(=O)c2cccc(C(F)(F)F)c2)CC1 | 14 | i | i | -0.5 | -1 | i | i | i | 8 | -1 | i
O=C(C[n+]1cccc(O)c1)Nc1ccc(Br)cc1 | 15 | i | i | -0.8 | -26 | i | i | i | -8 | -4 | i
O=C(NNS(=O)(=O)c1ccccc1)Nc1ccc(F)cc1 | -8 | i | i | 0.1 | -17 | i | i | i | 0 | -4 | i
O=C(O)CSc1nnc(Cn2cnc3ccccc32)n1CCc1ccccc1 | 7 | i | i | 0.0 | -2 | i | i | i | -5 | 2 | i
CC[N+](C)(CC)CC(=O)OCC1C(C)C=C(C)CC1C (stereo not drawn) | -10 | i | i | 0.0 | 2 | i | i | i | 2 | -3 | -8.4*
COc1cccc(S(=O)(=O)N2CCN(Cc3ccc4c(c3)OCO4)CC2)c1 | 8 | i | i | 0.3 | -27 | i | i | i | -9 | 12 | i
CCN(CC)CCn1c(SCC(=O)Nc2ccc(F)cc2)nc2c(sc3ccccc32)c1=O | 4 | i | i | 0.1 | 6 | i | i | i | -6 | 10 | i
Cc1[nH]cnc1C(=O)N/N=C/c1c(Cl)cccc1Cl | -73 | i | i | 3.1 | -43 | i | i | i | 16 | 14 | i
COC(=O)C1CN(S(=O)(=O)c2ccc(C)cc2)CCN1S(=O)(=O)c1ccc(C)cc1 (stereo not drawn) | -6 | i | i | 0.4 | -31 | i | . | i | -6 | -9 | i
CC1Cc2cc(S(=O)(=O)N3CCC(C(=O)N(C)Cc4ccco4)CC3)ccc2N1C(=O)C1CCC1 (stereo not drawn) | 26 | i | i | 0.4 | -20 | i | i | i | 1 | -6 | i
CSc1ncccc1C(=O)OCc1ccc(Br)cc1 | 25 | i | i | -0.1 | -16 | i | i | i | 3 | -4 | i
O=C(Cc1n[nH]c(=O)c2ccccc12)OCC(=O)N(Cc1ccccc1)Cc1ccccc1 | 16 | i | i | -0.8 | -17 | i | i | i | 1 | -6 | i
Cc1ccc(-c2nn(C)c(=O)c3ccccc23)cc1CNS(C)(=O)=O | 9 | i | i | -0.2 | -19 | i | i | i | 0 | 4 | i
COCC1CCN(C(=O)c2cc(COc3ccc(-n4cncn4)cc3)on2)C1 (stereo not drawn) | -2 | i | i | 0.9 | -36 | i | i | i | -6 | 10 | i
Cc1nccn1-c1ccc(C(F)(F)F)cc1[N+](=O)[O-] | 14 | i | i | -0.3 | -3 | i | i | i | 6 | -12 | i
Cc1cc(C(C)(C)C)cc(C)c1C(=O)O | 9 | i | i | 0.1 | 10 | i | i | i | 8 | 0 | i
Cc1ccc(CNC(=O)Nc2ccccc2)cc1 | -187 | i | i | 3.0 | -32 | i | i | i | -6 | 3 | i
CCNC(=O)CN(C1CCCCC1)S(C)(=O)=O | 8 | i | i | -0.2 | -45 | i | i | i | -10 | 2 | i
CCOc1ccc(S(=O)(=O)n2nc(C)cc2C)cc1 | -8 | i | i | 0.6 | -6 | i | i | i | 2 | -1 | i
COc1ccc(NC(=O)Cn2nc(C(=O)O)c3ccccc3c2=O)cc1Cl | -25 | i | i | -0.2 | -6 | i | i | i | 1 | -5 | i
Cc1ccc(C2(c3ccc(C)cc3)CC2C(=O)NC(C)C)cc1 (stereo not drawn) | -5 | i | i | -7.3 | -4 | i | i | i | 7 | 10 | i
O=C(Oc1ccc2cc(Br)ccc2c1)N1CCCCCC1 | -169 | i | i | 3.0 | -39 | i | i | i | 1 | -2 | i
O=C(/C(=N\O)n1cncn1)c1ccc(Br)cc1Br | -4 | i | i | -0.2 | -16 | i | i | i | 2 | -6 | i
O=C(O)CCn1c(C2CCCCC2)nc2ccccc21 | 4 | i | i | -0.2 | -26 | i | i | i | -7 | -18 | i
CN(C)S(=O)(=O)N(CC(=O)N1CCC(Cc2ccccc2)CC1)c1ccccc1 | 11 | i | i | 0.2 | -2 | i | i | i | 5 | -13 | i
CCOc1ccccc1OCC(=O)Nc1cc(S(=O)(=O)N2CCCCC2)ccc1OC | -13 | i | i | 0.9 | . | i | i | i | . | 9 | i
CCOc1ccc(-n2ccnc(SCC(=O)NC3CCCC3)c2=O)cc1 | -1 | i | i | 0.0 | . | i | i | i | . | -5 | i
CCOc1cc(C2/C(=C(/O)c3ccc(OC(C)C)cc3)C(=O)C(=O)N2CCCOC)ccc1O (stereo not drawn) | -19 | i | i | -0.1 | 1 | i | i | i | 0 | -2 | i
CC(=O)O/N=C(/c1nonc1N)N1CCN(c2ccc([N+](=O)[O-])cc2Cl)CC1 | -1 | i | i | -0.3 | -3 | i | i | i | 6 | 5 | i
O=C(c1ccccc1)N1CCN(C(=O)c2nn3c(C(F)(F)F)cc(-c4ccccc4)nc3c2Br)CC1 | 32 | i | i | -0.4 | -5 | i | i | i | 6 | 7 | i
CCn1c(CN2C(=O)CSc3ccccc32)n[nH]c1=S | -2 | i | i | -0.4 | 20 | i | i | i | 0 | -1 | i
CC(C)n1cnc2c(=S)nc[nH]c21 | 11 | i | i | 0.1 | -8 | i | i | i | 1 | 3 | i
OCCN1CCN(CC(O)COC(c2ccc(F)cc2)c2ccc(F)cc2)CC1 (stereo not drawn) | -4 | i | i | 0.2 | -9 | i | i | i | -4 | -1 | i
COc1ccc(NC(=O)N(CCO)Cc2cc3c(C)cc(C)cc3[nH]c2=O)cc1 | -3 | i | i | -3.8 | -4 | i | i | i | 9 | -14 | i
O=C1CC(N2CCN(c3ccc(F)cc3)CC2)C(=O)N1Cc1ccccc1 (stereo not drawn) | 9 | i | i | 0.5 | -16 | i | i | i | -4 | -3 | i
CCc1ccc(S(=O)(=O)c2nnn3c2nc(NCCNC(C)=O)c2ccccc23)cc1 | -15 | i | i | 0.0 | 2 | i | i | i | 4 | 1 | i
O=C(CN1C(=O)C2C3C=CC(C3)C2C1=O)Nc1nc(-c2ccccn2)cs1 (stereo not drawn) | 82* | i | i | 0.2 | 3 | i | i | i | 32* | 26 | i
COc1ccc(NC(=O)CN(C)S(=O)(=O)c2ccccc2)c([N+](=O)[O-])c1 | -7 | i | i | 0.4 | 12 | i | i | i | 0 | -4 | i
CN(C)/N=C/c1ccc([N+](=O)[O-])cc1[N+](=O)[O-] | -32 | i | i | -0.8 | -20 | i | i | i | 3 | 7 | i
CC(C)S(=O)(=O)c1csc(C(=O)Nc2ccc(F)cc2)c1N | -100 | i | i | 2.4 | -108 | i | i | i | -2 | 20 | i
COC(=O)/C(C#N)=C1/SC=C(C)N1c1ccccc1 | 16 | i | i | -0.1 | -12 | i | i | i | 0 | -1 | i
O=C(CSc1nnc(-c2ccncc2)n1-c1ccc(F)cc1)NC(=O)NCc1ccco1 | 25 | i | i | -0.4 | 19 | i | i | i | 6 | 1 | i
